Screening data: PubChem BioAssay, National Center for Advancing Translational Sciences (NCATS)
Pf Dd2 growth – inhibitors of Plasmodium falciparum Dd2 growth | 120,000 tested, 4.3% active | P. falciparum Dd2 growth, SYBR Green, 72 h | Potency, µM (top dose mostly 28.9 µM), inactives show top-dose activity, negative = inhibition, usual class: inhibitors; active = well fitted inhibition curve with a large enough effect; inconclusive = small, poorly fitted or top-dose-only effect; inactive = no such curve, though single readings can be large or run the other way;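 also: plate controls were DMSO vehicle for no effect and reference drug for full effect; nearly all actives have a fitted effect of over 65% in size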
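Readout: SYBR Green fluorescence, 485 nm excitation, 535 nm emission, after ~16 h lysis at 37C. Before that, Dd2-infected red cells (2.5% hematocrit) grew 72 h with compound, 29 uM top final concentration.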
Active calls of the source: *; i = inactive; ? = inconclusive; [ ] = dose if it differs, or a comment. Potency is read from the fitted curve at half-maximal effect. An excerpt; the hit share may differ from the screen's.

| SMILES | Pf Dd2 growth |
| --- | --- |
| Cc1cn(C)c(CC(=O)NCc2ccc(Cl)cc2)c1C(=O)O | 4% |
| CC(=O)Nc1ccc(S(=O)(=O)Nc2ccc3n(c2=O)C[C@H]2C[C@@H]3CN(Cc3cn(C)c4ccccc34)C2)cc1 | ? |
| NC(=O)N1CCCC(C(=O)N2CCN(Cc3cccc(O)c3)CC2)C1 (stereo unspecified) | 8% |
| COCCNC(=O)[C@@H]1CCC[C@@H](NC(=O)c2c(-c3ccccc3)noc2C)CN(C)C(=O)C1 | i |
| CNC(=O)[C@@H]1CN(C(=O)c2ccco2)C[C@H]1COC | 7% |
| O=C(N[C@H]1CCN2C(=O)c3cc(Br)ccc3NC(=O)[C@@H]2C1)C1CCNCC1 | i |
| Cc1ccc(N(C)C(=O)CC(C)S(=O)(=O)c2ccc3c(c2)NC(=O)CO3)cc1 (stereo unspecified) | -6% |
| CN1C(=O)CO[C@H]2CN(c3ccc(C#N)cn3)C[C@H]21 | -19%[44.1 µM] |
| O=C1NC2(CCN(Cc3ccsc3)CC2)COc2ccccc21 | 3.2µM* |
| COc1ccc(-c2nnc(SCC(=O)Nc3ccc(C(C)C)cc3)nc2-c2ccc(OC)c(OC)c2)cc1OC | -4% |
| COc1cccc(-c2nc(CS(=O)(=O)CC(=O)Nc3cccc(C(C)=O)c3)c(C)o2)c1 | ? |
| Cc1ccc(NC(=O)N2CCCC(Cn3c(C4CC4)nc4cccnc43)C2)cc1 (stereo unspecified) | ? |
| CC(C)Cc1nn2c(=O)cc(COC(=O)c3ccc(NC(=O)CCc4ccccc4)cc3)nc2s1 | 53%[activator] |
| COCCNC(=O)C1COC2(CCN(C(=O)c3ccccc3Cl)CC2)N1C(=O)c1cccc(C)c1 (stereo unspecified) | -18% |
| CCN(CC)S(=O)(=O)c1ccc(OC)c(-n2cnnn2)c1 | -2% |
| CC1(C(=O)NCc2cccnc2)CCc2cnc(Nc3ccccc3)nc21 (stereo unspecified) | -24%[44.1 µM] |
| O=C(c1cccnc1)N1CCC2(CCCN(Cc3cccc(F)c3F)C2=O)C1 (stereo unspecified) | -7% |
| C=CCNC(=O)C1CC(c2ccccc2F)=NO1 (stereo unspecified) | 9% |
| COc1ccc(-c2[nH]ncc2C(=O)NCc2ccccc2OC)cc1 | -5% |
| CC[C@H]1CN2CC[C@H]1C[C@@H]2CNC(=O)Nc1cccc(C(F)(F)F)c1 | ? |
| CCN(CC)C(=O)c1cc(-c2ccc(Cl)cc2)on1 | i |
| O=c1n(Cc2ccc3ccccc3n2)nc(C2CCNCC2)n1Cc1ccccc1 | ? |
| O=C(CN1CC2CC(C1)[C@H]1CCCC(=O)N1C2)Nc1ccccc1 (stereo partly specified) | -1% |
| Cc1ccc(-c2cc(O)c3c(c2)CN(C(=O)[C@@H](N)Cc2cnc[nH]2)CCO3)cc1 | ? |
| O=C(c1ccc(-c2ccc(CO)cc2)nc1)N1CCC(Oc2cccnc2)CC1 | ? |
| CC1=C(c2ccc(C(C)C)cc2)S(=O)(=O)N=C1N1CCC(C(=O)NCCc2ccco2)CC1 | -4% |
| Cc1ccc(OCc2nc(C3CCCN3C(=O)c3sc(C)nc3C)no2)cc1 (stereo unspecified) | i |
| CCCNc1ccc2nncn2n1 | -8% |
| Cc1ccc(NC(=O)C2(CCO)CCN(c3ncccn3)C2)cc1 (stereo unspecified) | i |
| O=C1N(c2ccccc2)c2ccccc2C12CCN(Cc1ccccc1)C2 (stereo unspecified) | 11µM* |
| COc1ccc(CN2CCC3(C2)NC(=O)c2ccccc2O3)cc1 (stereo unspecified) | ? |
| Cc1cc(C)c2oc(-c3cccc(NC(=O)c4ccc(-c5cccc([N+](=O)[O-])c5)o4)c3)nc2c1 | ? |
| COc1ccc(C(=O)N[C@@H]2C=C[C@@H](c3c(C)nn(-c4ccccc4)c3C)C2)cc1 | -24%[44.1 µM] |
| COc1ccccc1C(=O)NCc1nnnn1-c1ccc(C)c(C)c1 | i |
| COc1ccc(Cc2nc3nccc(-c4ccccn4)n3n2)cc1 | -18% |
| Cc1ccc(-n2nc(C)c3c(C(=O)NCc4ccccc4)cc(C4CC4)nc32)cc1 | ? |
| C=CCOC(=O)Nc1nc2c(s1)C[C@@H]1[C@](C)(CO)[C@H](O)CC[C@@]1(C)[C@@H]2CC(=O)N(CC)CC | ? |
| Cc1ccc(CN2CCSc3ccc(C(=O)N4CCN(c5cccc(C)c5C)CC4)cc32)cc1 | 6.3µM* |
| COc1ccc(C(=O)NC2CCN(c3cc(-c4ccc(F)cc4)[nH]n3)CC2)c(C)c1 | i |
| O=C(c1ccn(C(F)F)n1)N1CCCC(c2ccccc2)(c2ccccc2)C1 | ? |

Entries shown so far that contain an NH in an aromatic ring, in the order listed:
| SMILES | Pf Dd2 growth |
| --- | --- |
| COc1ccc(-c2[nH]ncc2C(=O)NCc2ccccc2OC)cc1 | -5% |
| Cc1ccc(-c2cc(O)c3c(c2)CN(C(=O)[C@@H](N)Cc2cnc[nH]2)CCO3)cc1 | ? |
| COc1ccc(C(=O)NC2CCN(c3cc(-c4ccc(F)cc4)[nH]n3)CC2)c(C)c1 | i |

Further results
| SMILES | Pf Dd2 growth |
| --- | --- |
| COc1cc(OC)c(NC(=O)N2CCc3c(sc4c3CCCC4)C2c2ccccc2)cc1Cl (stereo unspecified) | ? |
| COc1ccc(OC)c(CN2CCC3(CC2)Nc2ccccc2NC3=O)c1 | ? |
| COCC(=O)N1CCc2nc(C3CC3)nc(-c3ccc(Cl)cc3)c2C1 | i |
| COc1cccc([C@@H]2CN(C(=O)CCCn3cnnn3)C[C@H]2C(=O)O)c1 | 34%[activator] |
| O=C(c1cccc(Cl)c1)N1C[C@@H](CO)[C@H](c2nc(C3CC3)no2)C1 | ? |
| COC(=O)c1ccc(CSc2nc3c([nH]c4ccccc43)c(=O)n2-c2ccc(OC)cc2)o1 | -10% |
| O=C(NCC1CCN(Cc2cccc(Cl)c2)CC1)c1cc2ccc3cccnc3c2[nH]1 | 7.9µM* |
| COc1cccc([S+](=O)([O-])N2CCC3(CC2)COc2ccccc2NC3=O)c1 | ? |
| CN(C)S(=O)(=O)c1ccc2c(c1)N(CC(=O)Nc1ccc(OC(F)(F)F)cc1)C(=O)CS2 | ? |
| O=C(Cc1ccc(-c2ccccc2)cc1)NCCS(=O)(=O)N1CCN(c2ccccc2)CC1 | 25% |
| Cc1cccc(C)c1NC(=O)c1nc(SC(C)C)ncc1Cl | -14% |
| Cc1cc(CNC(=O)[C@H]2CNC[C@@H](C(=O)N3CCCC3)C2)n(C)n1 | 2% |
| CCN(CC)C(=O)C[C@@H]1c2nc(NC(=O)C3CCC3)sc2C[C@@H]2[C@](C)(CO)[C@H](O)CC[C@]21C | 7.1µM* |
| CCOC(=O)C1CCCN(C(=O)c2c(C)oc3c2CN(Cc2ccc(C)cc2)CC3)C1 (stereo unspecified) | ? |
| O=[N+]([O-])c1cc(-c2nc(-c3ccccc3)no2)ccc1NCc1cccnc1 | -20% |
| CCCNC(=O)N(C1CCOCC1)C1CCN(C(=O)c2cc(Cl)ccc2OC)CC1 | 5% |
| Cc1ccc(OCc2nc(-c3ccc(C(=O)N4CCN(c5ccccc5F)CC4)cc3)oc2C)cc1 | i |
| COc1ccc(CN2CCOc3ccc(C(=O)NCc4ccccc4F)cc3C2)cc1OC | i |
| COc1ccccc1-c1ccc2ncc(Nc3cc(F)cc(N4CCOCC4)c3)n2n1 | ? |
| CNC(=O)c1cc2cc(-c3c(C)noc3C)nc(-c3cccnc3OC)c2o1 | i |
| O=C(C1CC1)N1CCC2(CC1)CC(N(Cc1ccc(F)cc1)C1CC1)CCO2 (stereo unspecified) | ? |
| Cn1cc(S(=O)(=O)N2CCCC(C)(c3ccccc3)C2)cn1 (stereo unspecified) | 0% |
| O=C(c1ccc(F)cc1Cl)N1CCC(n2cc(-c3nc(C4CC4)no3)nn2)C1 (stereo unspecified) | 50%[activator] |
| CS(=O)(=O)NC[C@H]1OC[C@@H](NCc2ccccn2)[C@@H]1O | -14%[44.1 µM] |
| CCC(CC)C(=O)N[C@H]1CO[C@H]2[C@@H]1OC[C@H]2OC(=O)Nc1ccccc1 | i |
| CS(=O)(=O)N1CCCN(C(=O)COc2ccccc2)CCNC(=O)CC1c1ccccc1 (stereo unspecified) | -9% |
| CC(C)CNC(=O)N1CCC(c2nc(CCOCC3CCOCC3)no2)C1 (stereo unspecified) | -20% |
| COc1cc(OC)c(NC(=O)N2CCc3cc(OC)c(OC)cc3C2CC(=O)O)cc1Cl (stereo unspecified) | 9% |
| CCOC(=O)c1ccc(NC(=O)C2CCCN(c3cnccn3)C2)cc1 (stereo unspecified) | -11% |
| COc1ccccc1CN1CCc2nc(C(=O)Nc3cccc(C(F)(F)F)c3)oc2CC1 | -7% |
| Cc1ccc(NC(=O)CC2=C3CCCCC3N(C)C2=O)cc1 (stereo unspecified) | -26% |
| O=C(Nc1nnc(Cc2ccccc2)s1)C1CC(=O)N(c2n[nH]c3ccccc23)C1 (stereo unspecified) | i |
| COc1cc(NC(=O)c2nnn(CC(=O)Nc3ccccc3)c2N)cc(OC)c1 | 44%[activator] |
| CN1C(=O)[C@@H]2C[C@@H](CN2C2CCCC2)Oc2ccccc21 | ? |
| CC(C)c1ccc(C(=O)N2CC(C(=O)N(C)C)C3(CCOCC3)C2)cc1 (stereo unspecified) | 3% |
| CCc1ccc(NC(=O)C2CCN(c3cc(C)nc4c(-c5ccc(Cl)cc5)c(C)nn34)CC2)cc1 | 8% |
| Cn1c(CN2CCOCC2)nnc1C1CCCN(CCC(=O)O)C1 (stereo unspecified) | -5% |
| Cn1nc(-c2ccccc2)c(-c2ccccc2)c(C(=O)Nc2ccc(S(N)(=O)=O)cc2)c1=O | i |
| COc1ccccc1N1CCN(S(=O)(=O)c2ccc(-c3cnc(C4CC4)o3)cc2)CC1 | -7% |
| O=C(CSC1=Nc2ccccc2N=C(c2ccc(F)cc2)C1)Nc1cccc(C(F)(F)F)c1 | i |

A draw from above in order of count of non-hydrogen atoms, rising:
| SMILES | Pf Dd2 growth |
| --- | --- |
| CCN(CC)C(=O)c1cc(-c2ccc(Cl)cc2)on1 | i |
| CCC(CC)C(=O)N[C@H]1CO[C@H]2[C@@H]1OC[C@H]2OC(=O)Nc1ccccc1 | i |
| COc1cc(NC(=O)c2nnn(CC(=O)Nc3ccccc3)c2N)cc(OC)c1 | 44%[activator] |

(more compounds)
| SMILES | Pf Dd2 growth |
| --- | --- |
| CCN1C(=O)C2CC3(CCN(C(=O)CCc4c(C)nn(C)c4C)CC3)CN2C1=O (stereo unspecified) | ? |
| O=C1c2cc(N3CCOCC3)nc(-c3cccc(O)c3)c2CN1CC(F)(F)F | 2.8µM* |
| COc1ccc(-c2[nH]ncc2C(=O)NCc2ccc(F)cc2)cc1 | 12% |
| Cc1cccc(Nc2nc(N)nc(CN3CC[C@@](O)(C4CCC4)[C@H](C)C3)n2)c1 | 8.9µM* |
| O=C1NCCCCCN(C(=O)c2ccc3ccccc3n2)[C@H]2CCC[C@@H]12 | -25% |
| COc1ccc(CCN(C)C(=O)CC(c2cccc(F)c2)c2cn(C)c3ccccc23)cc1OC (stereo unspecified) | 2µM* |
| Cc1cc(OCC(=O)N2CCN(CCc3ccncc3)CC2)ccc1Cl | ? |
| COc1ccc(S(=O)(=O)N[C@H](C)c2onc(C)c2C(=O)O)cc1 | -6%[44.1 µM] |
| Cc1ccc(/C=C/c2onc(C)c2S(=O)(=O)N2CCC(C(=O)Nc3ccc(C)c(N(C)C)c3)CC2)cc1 | ? |
| Cc1ccc(-c2nc(S(=O)(=O)c3ccccc3)c(N3CCN(c4ccccc4)CC3)o2)cc1 | -23% |
| Cn1nnc2c(N3CCN(c4ccccc4Cl)CC3)ncnc21 | 4% |
| COc1cccc(CN2CCOC3(CCN([S+](=O)([O-])c4cccnc4)CC3)C2=O)c1 | 0%[44.1 µM] |
| COc1ccccc1C(=O)NCCn1cc(SCc2ccccc2Cl)c2ccccc21 | 4µM* |
| CC1=Nc2cc(C(=O)NC(C)c3ccccc3)ccc2Sc2ccccc21 (stereo unspecified) | ? |
| Cc1ccc(N(Cc2cccs2)C(=O)c2ccccc2)cc1 | i |
| O=C(C1CCCC1)N1CCC2(CCCN(Cc3cccc(F)c3F)C2)C1 (stereo unspecified) | ? |
| COC1CN(c2cccc(F)c2)C12CCN(C(=O)C1CCCCC1)CC2 (stereo unspecified) | 10µM* |
| CC(C)NC(=O)N1CCC(c2nnc3n2CCNC3)CC1 | 0% |
| CCOC(=O)c1ccc(NC(=O)CS(=O)(=O)Cc2nc(-c3ccc(C)cc3)oc2C)cc1 | -1% |
| O=c1[nH]c(C2CCCN(Cc3ccccc3)C2)nc2ccc(F)cc12 (stereo unspecified) | ? |

Pulled by structure from the list above:
| SMILES | Pf Dd2 growth |
| --- | --- |
| Cc1cc(OCC(=O)N2CCN(CCc3ccncc3)CC2)ccc1Cl | ? |
| O=C(c1ccc(-c2ccc(CO)cc2)nc1)N1CCC(Oc2cccnc2)CC1 | ? |
| Cc1ccc(-c2cc(O)c3c(c2)CN(C(=O)[C@@H](N)Cc2cnc[nH]2)CCO3)cc1 | ? |

(next part)
| SMILES | Pf Dd2 growth |
| --- | --- |
| COCCCNC(=O)c1ccc2nc(CCc3ccccc3)oc2c1 | i |
| CC(C)c1noc(-c2cccn3c(CNC(=O)c4cc(F)ccc4F)nnc23)n1 | ? |
| O=C(NCCCn1cccn1)c1cccnc1N1CC2CC(C1)[C@H]1CCCC(=O)N1C2 (stereo partly specified) | -18% |
| CCn1c(C2CCCN(C(=O)Cc3c[nH]c(=O)n(C)c3=O)C2)nn(C)c1=O (stereo unspecified) | 14% |
| Cc1ccc(N(CC(=O)NCc2ccc(OC(C)C)cc2)S(=O)(=O)N(C)C)cc1 | 32%[activator] |
| Cc1nc2ccc(C(=O)NC(C(=O)O)c3c(C)n[nH]c3C)cc2[nH]1 (stereo unspecified) | -9% |
